# Compound activity from PubChem.
# ELG1 genotoxic – genotoxicity induction in ELG1-luciferase HEK293T cells; HEK293T ELG1-luciferase reporter, luminescence, 16 h; Potency, µM (top dose mostly 46 µM), for the others: top-dose activity change, positive = activation, most hits filed as activators; actives 1.3% (n = 330,000); AID 504466; further: % of control where 0% means no effect; nearly all actives have a fitted effect of over 60% in size
#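 Genotoxic stress is detected as increased luminescence from luciferase-tagged ELG1 in HEK293T cells, measured with ONE-Glo after a 16 hr treatment at 37 °C.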
# FLuc counter – counter-screen for miR-21 project: firefly luciferase inhibitors or activators. purified FLuc, Km substrates, luminescence inhibition. Potency, µM (top dose mostly 57.5 µM), for the others: top-dose activity change, negative = inhibition, hits mostly inhibitors. actives 6.9% (n = 360,000);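 further: plate controls were vehicle for no effect and reference inhibitor for full effect; nearly all actives have a fitted effect of over 55% in size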
# Target sequence (P08659 whole entry, looked up): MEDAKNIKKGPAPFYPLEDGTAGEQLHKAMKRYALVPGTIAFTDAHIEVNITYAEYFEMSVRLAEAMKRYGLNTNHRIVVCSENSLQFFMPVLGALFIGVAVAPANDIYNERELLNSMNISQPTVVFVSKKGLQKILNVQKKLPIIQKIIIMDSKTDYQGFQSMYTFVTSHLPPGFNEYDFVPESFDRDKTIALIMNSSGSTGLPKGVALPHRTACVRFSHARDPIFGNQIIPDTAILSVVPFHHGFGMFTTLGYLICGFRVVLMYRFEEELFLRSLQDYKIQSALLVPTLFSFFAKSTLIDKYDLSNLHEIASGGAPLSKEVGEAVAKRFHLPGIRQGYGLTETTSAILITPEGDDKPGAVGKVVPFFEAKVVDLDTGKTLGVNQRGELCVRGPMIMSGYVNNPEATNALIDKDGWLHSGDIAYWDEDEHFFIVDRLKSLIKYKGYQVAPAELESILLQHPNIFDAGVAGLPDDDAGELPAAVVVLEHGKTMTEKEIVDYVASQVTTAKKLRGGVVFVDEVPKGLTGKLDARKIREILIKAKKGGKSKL
#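 Purified P. pyralis luciferase (10nM final) with 10uM D-luciferin and 10uM ATP (Km levels) in 50mM Tris acetate pH 7.5, 10mM Mg acetate, 0.01% Tween-20, 0.05% BSA; qHTS 6-point titration, ~60 µM downward; luminescence read.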
# RORgamma inh – blocks mouse ROR gamma transcriptional activity. P51450. Drosophila S2 Gal4-RORgamma UAS-luciferase reporter, 20 h. Potency, µM (doses to about 53.6 µM), for inactives: top-dose activity change, negative = inhibition, actives largely listed as inhibitors. actives 5.4% (n = 310,000). AID 2551; further: on the % scale 0 is the no-effect control and ±100 the full control effect; nearly all actives have a fitted effect of over 60% in size
#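 Using a luciferase readout, inhibitors were identified by reduced reporter activity in Drosophila cells coexpressing a copper-inducible Gal4–ROR gamma fusion and UAS-driven Photinus luciferase, incubated 20 hr after 700 uM copper sulfate.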
# uPA surface inh – blocks generation of uPA at the cell surface; cell surface uPA generation assay, qHTS; Potency, µM (series often up to 38.3 µM), for the others: at the top dose activity change, negative = inhibition, usual class: inhibitors; actives 0.31% (n = 330,000); AID 540303; active means well fitted inhibition curve with a large enough effect; inconclusive means small, poorly fitted or top-dose-only effect; inactive means no such curve, though single readings can be large or run the other way; tested in mouse RAW 264.7 cells; further: on the % scale 0 is the no-effect control and ±100 the full control effect; nearly all actives have a fitted effect of over 55% in size
# MBNL1 CUG block – MBNL1-poly(CUG) RNA binding inhibition; Q9NR56; TR-FRET MBNL1-His/biotin-(CUG)12 binding, 665/545 ratio; Potency, µM (titrated, usually from 57.5 µM), inactives show at the highest dose activity change, negative = inhibition, most hits filed as inhibitors; actives 0.036% (n = 280,000); active means well fitted inhibition curve with a large enough effect in the signal ratio, with a control signal flat, not every such curve was filed as active; inconclusive means small, poorly fitted or top-dose-only effect, or effect the other way, or a change in a side signal; inactive means no such curve, though single readings can be large or run the other way; the % refers to the signal ratio; further: on the % scale 0 is the no-effect control and ±100 the full control effect
# Target sequence (Q9NR56 whole entry, looked up): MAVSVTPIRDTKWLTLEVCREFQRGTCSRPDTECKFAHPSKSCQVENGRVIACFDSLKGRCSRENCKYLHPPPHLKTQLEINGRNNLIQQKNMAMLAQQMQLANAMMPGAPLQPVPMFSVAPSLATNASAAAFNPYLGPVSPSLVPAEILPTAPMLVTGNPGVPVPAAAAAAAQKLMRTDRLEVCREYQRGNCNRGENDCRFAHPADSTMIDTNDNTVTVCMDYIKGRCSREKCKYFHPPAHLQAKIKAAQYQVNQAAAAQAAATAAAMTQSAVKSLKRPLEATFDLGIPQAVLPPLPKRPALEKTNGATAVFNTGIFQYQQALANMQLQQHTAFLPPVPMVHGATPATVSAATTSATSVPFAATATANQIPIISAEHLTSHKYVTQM
#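 Compounds (final 92 nM to 58 uM) are added to His-tagged MBNL1 and biotin-(CUG)12, then terbium anti-His antibody and streptavidin-XL665 (5 nM final). After 60 min at room temperature, the 665/545 nm ratio is read.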
# p53 reactivator – re-activators of mutant p53; H1299 p53-A138V BP100-luciferase reporter, luminescence, 24 h; Potency, µM (highest dose often 92.2 µM), without a hit: at the top dose activity change, positive = activation, hits mostly activators; actives 0.063% (n = 320,000); further: % of control where 0% means no effect; nearly all actives have a fitted effect of over 45% in size
#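 p53-null H1299 cells stably carrying temperature-sensitive p53-A138V and a BP100-luciferase reporter were pinned with compounds (4-point, 1:5 series) and held 24 hrs at 37 deg C. Luminescence was read 10 min after detection reagent.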
# NPC1 promoter act – NPC1 promoter activation; AID 485313; Potency, µM (series often up to 9.22 µM), without a hit: top-dose activation, actives largely listed as activators; actives 2.4% (n = 320,000); Huh7 NPC1 promoter luciferase reporter, 24 h;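 further: % of control where 0% means no effect; nearly all actives have a fitted effect of over 60% in size; reporter is driven by a mutant NPC1 promoter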
#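 Cells: Huh7 expressing luciferase under the NPC1 promoter, 1500/well. Seeded 2 h, compound added, incubated 24 h at 37 °C. Luciferase reagent, 10 min ambient, then luminescence.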
# BRCA1 expr act – increases BRCA1 expression; AID 624202; actives 1.1% (n = 380,000); Potency, µM (titrated, usually from 46.1 µM), for the others: top-dose activation, hits mostly activators; MCF7-BRCA1-FFLuc reporter, luminescence, 48 h; response scale: scaled: vehicle 0%, 10 µM genistein 100%; further: nearly all actives have a fitted effect of over 80% in size; some results filed as inactive show a strong effect at the top dose
#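 Compounds are tested at multiple concentrations on MCF7 BRCA1-luciferase reporter cells seeded at 2000 per well; after 48 h, a single luminescence end-point is taken and curves fitted to the normalized data.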
# Rab9 promoter act – Rab9 promoter activation; Huh7 Rab9 promoter-luciferase reporter, luminescence, 24 h; Potency, µM (top dose mostly 9.22 µM), for inactives: top-dose activation, negative = inhibition, usual class: activators; actives 2.8% (n = 320,000); further: % of control where 0% means no effect; nearly all actives have a fitted effect of over 60% in size
#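 Luminescence from Amplite-detected luciferase (10 minutes, ambient) reports Rab9 promoter activation. Before that, stable Rab9-luciferase Huh7 cells (1500/well, reduced-serum OP-MEM I plus 10% FBS) were exposed to compound for 24 hours at 37C.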
# Gal4-VP16 FLuc – Gal4-VP16 reporter inhibition counter-screen; Drosophila S2 Gal4-VP16 UAS-luciferase, luminescence, 20 h; Potency, µM (highest dose often 53.6 µM), without a hit: at the highest dose activity, negative = inhibition, hits mostly inhibitors; actives 3.5% (n = 310,000);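 further: Gal4-VP16 expression switched on by copper sulfate through the metallothionein promoter; on the % scale 0 is the no-effect control and ±100 the full control effect; nearly all actives have a fitted effect of over 50% in size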
# The depositor's hits bear a star; u = inconclusive; x = no result given; & = joins results of further samples; [ ] = remark or other dose. Unless noted, the call rests on the fitted dose curve; in most records, active means well fitted curve in the direction sought with a large enough effect; inconclusive means small, poorly fitted or top-dose-only effect, or another doubt; inactive means no such curve, though single readings can be large; an effect the other way counts as inactive or inconclusive. Potency means the concentration at half of the fitted maximal effect.
SMILES,uPA surface inh,p53 reactivator,NPC1 promoter act,ELG1 genotoxic,Rab9 promoter act,Gal4-VP16 FLuc,RORgamma inh,BRCA1 expr act,MBNL1 CUG block,FLuc counter
COc1ccc(-c2cc(=O)oc3c(C)c(O)ccc23)cc1,-30%,-3%,4%,-14%,-5%,5%,12%,-10%,33%[activator],2%
CCOC(=O)C(C)n1cnc2c(oc3ccccc32)c1=O (stereo not given),-2%,-3%,11%,4%,8%,5%,6%,35%,-3%,-19%
CN(O)/C=c1/ccc2c(n1)C(=O)C=CC=2,-11%,u,-3%,-6%,1%,u,u,-77%[inhibitor],u,1%
CC1(C)CC2CC(C)(CN2S(=O)(=O)c2cccc(C(=O)OCC(=O)NC(N)=O)c2)C1 (stereo not given),-1%,9%,-2%,0%,-2%,x,x,-6%,x,0%
Cc1nnc(SCCc2ccccc2)[nH]c1=O,-2%,-2%,0%,0%,2%,-1%,15%,2%,-8%,-11%
CC(=O)Nc1ccc(NC(=O)COC(=O)c2cnccn2)cc1,0%,5%,0%,-3%,4%,-6%,-1%,1%,0%,-2%
NC1=NC[C@@H](Cc2ccc(O)cc2)N1CCc1cc(C(F)(F)F)cc(C(F)(F)F)c1,-10%,-3%,-1%,0%,-1%,2%,24%,-3%,2%,-1%
Cc1cc(=O)n(CCC(=O)O)c2ccccc12,0%,2%,-1%,1%,4%,-5%,12%[10 µM],8%,-12%,-2%
O=C(Nc1cccc(-c2nnc(-c3ccccc3)o2)c1)C1CCCO1 (stereo not given),-8%,8%,u,0%,25%,-11%,42%,u,-11%,u
Cc1cc(C)c2cc(CN(Cc3cccnc3)C(=O)c3ccc(F)cc3)c(Cl)nc2c1,-8%,-1%,-4%,0%,3%,-17%,40%,-11%,0%,5%
COc1ccc(C(CNC(=O)c2ccc(-c3nc4ccccc4s3)o2)N2CCCC2)cc1 (stereo not given),u,0%,-1%,-3%,1%,x,x,-4%,x,19µM*
CC(NC(=O)CCc1nnc(CCCc2ccccc2)o1)c1ccccc1 (stereo not given),4%,13%,13%,u,u,-10%,0%,u,-8%,u
Cc1cc(C(=O)COC(=O)c2ccc(F)cc2)c(C)n1C,3%,u,x,u,x,x,x,u,x,x
Cc1ccc(NC(=O)CCCCCN2C(=O)[C@@H]3Cc4ccccc4CN3C2=O)c(C)c1,0%,12%,16%,-7%,-4%,4%,16%,2%,1%,1%
COC(=O)c1cccc2c1NC(=O)C2=O,-11%,0%,-3%,0%,11%,4%,2%,-46%,-2%,1%
C=CCC1(CC=C)CCCN1C(=O)CC1C(=O)NCCN1Cc1cccc(OC)c1 (stereo not given),1%,1%,-2%,-2%,-3%,1%,16%,0%,12%,3%
Cc1nc2c(C)cccc2cc1C(=O)N/N=C/c1cccnc1,12%,-2%,0%,-6%,-8%,3%,41%,-10%,x,u
Cc1ccc(-n2ncc(C(=O)Nc3cc(Cl)ccc3C)c2C2CCNCC2)cc1C,-7%,0%,-9%,-16%,-6%,-13%,-22%,-25%,-3%,-1%
O=C(NC12CC3CC(CC(C3)C1)C2)C1CC(=O)N(c2ccc(Br)cc2)C1 (stereo not given),4%,0%,3%,-10%,3%,4%,-4%,-29%,2%,1%
Cc1cc(C)cc(NC(=O)C(=S)NCc2ccccc2)c1,-1%,5%,-5%,6%,1%,3%,-11%,-14%,5%,-6%
O=C(CCC(=O)c1cccs1)NCc1cccnc1,6%,0%,4%,0%,-1%,-4%,u,-15%,x,-2%
Cc1ccc(NC(=O)/C(C#N)=C(\N)C(Cl)(Cl)Cl)nc1,x,u,u,u,u,-5%,-32%,u,18%,2.1µM*
CCc1ccc(OCC(=O)NNC(=O)CNC(=O)c2ccc(Br)o2)cc1,-6%,-2%,0%,5%,0%,x,x,1%,x,u
COc1ccc2c(c1)CCC1C2=NN(/C(C)=C\C(C)=O)C1c1ccc(F)cc1 (stereo not given),u,21%,u,u,u,4%[10 µM],u,-4%,-1%,13µM*
O=C(COc1ccc2ccccc2c1)N1CCN(C(=O)c2cccnc2)CC1,-2%,-9%,0%,-3%,0%,-8%,1%,6%,-3%,u
COc1cc(C2C3C(=O)N(c4ccc(F)cc4)C(=O)C3ON2c2ccccc2)ccc1O (stereo not given),-1%,0%,0%,-3%,2%,2%,18%,11%,-5%,1%
Cc1cc(C)cc(N(CC(=O)NC(C)(C)C)C(=O)CCC(=O)Nc2ccccn2)c1,18%,1%,2%,-4%,-1%,-6%,3%,0%,-7%,0%
C=CCN1C(=O)c2ccc(C(=O)OCC(=O)Nc3ccccc3OC)cc2C1=O,0%,7%,2%,3%,-2%,x,x,0%,x,3%
O=C(Nc1nnc(SCc2cccc(F)c2)s1)c1ccco1,10%,x,2%,x,1%,-14%,17%,30%,-8%,u
Cc1ccc(Nc2cc(C)nc3c(C)ccc([N+](=O)[O-])c23)cc1,-11%,-1%,-2%,0%,2%,2%,-22%,-38%,x,3%
CCOCCCNC(=S)N(CCN(C)C)Cc1cc2cc3c(cc2[nH]c1=O)OCCO3,-2%,x,0%,-1%,-2%,9%,26%[1.91 µM],2%,28%,1%
Cc1ccc(-c2n[nH]c(=S)n2/N=C/c2c(C)nn(-c3ccccc3)c2C)cc1,4%,7%,-5%,-2%,-2%,u,6.3µM*,-36%,-4%,7%
Cc1ccc2nc(SCC(=O)N3CC(C)OC(C)C3)nc(=O)n2c1 (stereo not given),1%,10%,0%,0%,2%,x,x,-9%,x,-1%
OCCn1c(SCCOc2ccccc2F)nc2ccccc21,2%,-10%,1%,1%,-6%,x,-14%[0.365 µM],0%,-2%,-10%
CC(C)Oc1ccc(CNC(=O)Cn2c(=O)oc3ccccc32)cc1,12%,-4%,-3%,0%,-7%,1%,15%,-15%,-6%,4%&4%
COC(=O)c1nc2ccccc2s1,-4%,-4%,-2%,6%,4%,-1%,-7%,-1%,1%,u
O=C(CSc1nnc2ccccn12)c1ccc2c(c1)OCCO2,-3%,u,1.1µM*,2.9µM*,1µM*,u,13µM*,7.1µM*,4%,4.8µM*
C/C(=N\NC(=O)c1c(Br)c(C)nn1C)c1cccc(NC(=O)c2ccccc2F)c1,7%,-9%,2%,0%,0%,-21%,-21%,52%,-7%,u
Cc1ccc(C)c(Cn2cnc3c(cnn3C(C)(C)C)c2=O)c1,8%,2%,-3%,0%,-8%,u,u,-7%,0%,-15%
CCC(C)NC(=O)c1cc(OC)c(OC)c(OC)c1 (stereo not given),x,2%,-5%,7%,0%,0%,-5%,9%,-3%,7%
COc1cccc(C(=O)Nc2ccc(F)cc2F)c1,-10%,u,u,u,u,-2%,6%,u,-5%,u
O=C(O)Cc1ccc(C(=O)CSc2ccccc2)s1,2%,0%,0%,0%,0%,2%,22%,25%,x,u
O=C(COC(=O)CCC(=O)c1cccs1)Nc1ncc(Cl)cc1Cl,-3%,-11%,-3%,6%,-3%,-8%,0%,1%,-7%,-1%
COc1cc(CCC(=O)OCC(=O)NCC2CCCCC2)cc(OC)c1OC,-10%,1%,-2%,-1%,-3%,-3%,33%,31%,-5%,6%
C/C(=N\NC(=O)c1cccc(C)c1)c1ccc(N2CCOCC2)cc1,-1%,5%,10%,14%,-6%,4%,u,8%,-7%,-10%
COC(=O)C1=CN(C)C=C(C(=O)OC)C1c1ccccc1Cl,-1%,-9%,1%,0%,0%,0%,-2%,7%,u,0%
Cc1cc(C2=NNC(=NCCc3ccccc3)SC2)c(C)n1-c1c(C)n(C)n(-c2ccccc2)c1=O,0%,-2%,-4%,-5%,2%,1%,10%,-25%,-12%,-6%
CC(=O)C1=C(O)C(=O)N(CCc2c[nH]c3ccccc23)C1c1ccc(O)cc1 (stereo not given),0%,-12%,-4%,1%,-3%,0%,1%,-11%,6%,1%
O=C(CC12CC3CC(CC(C3)C1)C2)N/N=C/c1ccc([N+](=O)[O-])o1,-7%,16%,0%,-4%,-4%,u,10µM*,-96%[inhibitor],21%,-1%
NC(CO)(CO)COCc1ccccc1,-4%,-3%,-2%,-1%,-6%,-3%,-4%,10%,-6%,0%
COc1ccccc1/C=C/C(=O)OCC(=O)Nc1cc(C(F)(F)F)ccc1N1CCOCC1,-3%,-2%,-7%,-1%,-3%,-9%,u,-29%,17%,0%
Cn1c(=O)oc2cc(S(=O)(=O)N3CCCC(C(=O)N4CCn5c4nc4ccccc45)C3)ccc21 (stereo not given),x,-2%,-5%,-1%,-16%,3%,-16%,x,3%,-1%
CCn1ccnc1CN(C)Cc1cn[nH]c1-c1ccc(OC)c(F)c1,0%,-4%,9%,-11%,11%,3%,23%,9%,-1%,0%

# Hits appear at their usual frequency (roughly 13% active in at least one column).
